Assay outcomes from PubChem.
BoNT-A LC inh2 – blocks Botulinum neurotoxin A light chain protease | inhibition, % at 10 µM | multiplex microsphere protease substrate cleavage, flow cytometry | 0.17% of 360,000 active; also: plate controls were buffer without enzyme for full effect and enzyme alone for no effect
SARS 3CLpro inh – SARS-CoV 3CLpro protease inhibition. P0C6X7. recombinant SARS-CoV 3CLpro, quenched FRET peptide cleavage. inhibition, % at 6 µM. 0.14% of 290,000 active. AID 1706; in the data active = inhibition above about 12%
PrPC TRFRET – reduces human prion protein on the cell surface; AID 720596; cell surface PrPC, TR-FRET read-out; P04156; 0.43% of 370,000 active; inhibition, % at 13.8 µM; in the data active = inhibition above about 24%; also: 0% = median of the test wells and 100% = reference compound wells
BoNT-F LC inh – inhibitors of Botulinum neurotoxin F light chain protease; Multiplex microsphere protease cleavage assay, flow cytometry; inhibition, % at 10 µM; 0.22% of 360,000 active; in the data active = inhibition above about 35%, passing the limit was not always enough; inconclusive = no clear call, values can overlap the other calls; also: plate controls were buffer without enzyme for full effect and enzyme alone for no effect
VHR inh abs – DUSP3 (human) phosphatase inhibition; recombinant VHR phosphatase, pNPP absorbance; P51452; 0.52% of 290,000 active; inhibition, % at 13.3 µM; in the data active = inhibition above about 50%; also: some compounds called inactive have numbers as strong as hits
Target sequence (P51452 whole entry, looked up): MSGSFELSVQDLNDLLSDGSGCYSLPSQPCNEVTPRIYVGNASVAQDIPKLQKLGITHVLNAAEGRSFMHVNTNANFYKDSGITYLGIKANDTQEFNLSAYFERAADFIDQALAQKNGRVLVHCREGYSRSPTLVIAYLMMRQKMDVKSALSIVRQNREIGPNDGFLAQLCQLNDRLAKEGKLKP
Anthrax LF inh2 – anthrax lethal factor protease inhibition; P15917; multiplex microsphere protease cleavage assay, LF; inhibition, % at 10 µM; 0.12% of 360,000 active; also: plate controls were buffer without enzyme for full effect and enzyme alone for no effect
Target sequence (P15917 whole entry, looked up): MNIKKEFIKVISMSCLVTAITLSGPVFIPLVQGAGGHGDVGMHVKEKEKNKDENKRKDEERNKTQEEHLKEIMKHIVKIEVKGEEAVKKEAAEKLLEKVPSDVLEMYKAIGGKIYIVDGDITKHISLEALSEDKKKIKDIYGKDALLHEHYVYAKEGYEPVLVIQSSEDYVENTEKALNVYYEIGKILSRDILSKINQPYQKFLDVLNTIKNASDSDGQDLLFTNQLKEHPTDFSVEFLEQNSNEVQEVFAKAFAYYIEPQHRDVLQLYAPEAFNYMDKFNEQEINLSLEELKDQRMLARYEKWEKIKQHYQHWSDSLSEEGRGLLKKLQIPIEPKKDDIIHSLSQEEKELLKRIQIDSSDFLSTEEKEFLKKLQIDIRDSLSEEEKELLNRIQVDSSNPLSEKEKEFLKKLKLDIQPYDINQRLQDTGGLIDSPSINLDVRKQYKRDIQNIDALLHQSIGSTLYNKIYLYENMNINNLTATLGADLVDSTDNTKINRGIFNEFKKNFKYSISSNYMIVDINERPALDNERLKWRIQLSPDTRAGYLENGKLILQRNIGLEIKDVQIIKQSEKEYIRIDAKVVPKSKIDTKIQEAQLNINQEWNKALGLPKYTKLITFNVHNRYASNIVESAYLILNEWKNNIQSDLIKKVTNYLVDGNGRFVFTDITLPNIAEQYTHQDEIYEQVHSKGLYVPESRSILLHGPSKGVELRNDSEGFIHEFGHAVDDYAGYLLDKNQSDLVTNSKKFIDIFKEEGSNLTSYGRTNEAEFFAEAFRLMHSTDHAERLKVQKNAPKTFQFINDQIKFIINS
CCHF vOTU inh – CCHFV vOTU protease inhibition. 0.55% of 370,000 active. Pep-AMC fluorescence. AID 651958. inhibition, % at 11.5 µM; in the data active = inhibition above about 30%; also: 0% = vehicle wells with enzyme and 100% = no enzyme wells
PriA SSB inh – inhibitors of Klebsiella pneumoniae PriA binding to SSB C-terminal tail | inhibition, % at 33 µM | AlphaScreen SSBct-PriA binding, biotinylated peptide | 0.6% of 430,000 active; in the data active = inhibition mostly above about 37%, no sharp cut-off; inactive = mostly below about 20%;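 also: plate controls were negative control peptide for no effect and reference peptide for full effect; strong numbers were not always called active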
MazEF act – activators of E. coli MazEF toxin-antitoxin RNase; P0AE70; FAM/BHQ RNA-DNA oligo cleavage fluorescence, 5 h; activation, % at 20 µM; 0.32% of 350,000 active; in the data active = activation above about 50%
Target sequence (P0AE70 whole entry, looked up): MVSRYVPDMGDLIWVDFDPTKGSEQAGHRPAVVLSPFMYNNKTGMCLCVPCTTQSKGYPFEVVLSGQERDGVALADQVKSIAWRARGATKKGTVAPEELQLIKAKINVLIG
Rv3671c protease – inhibitors of M. tuberculosis serine protease Rv3671c; inhibition, % at 5.96 µM; 0.048% of 320,000 active; AID 2606; in the data active = inhibition above about 38%;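 also: extracellular domain of Rv3671c used as enzyme; 0% = enzyme with DMSO and 100% = no enzyme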
Starred values were filed as active, the others as inactive; i = inactive; ? = inconclusive; . = not tested or not shown. Rule as the data show it, unless noted: active = inhibition above about 30%; inconclusive = no clear call, values can overlap the other calls; inactive = below that. Not all compounds are listed; the hit share may differ from the screen's.

SMILES	BoNT-A LC inh2	SARS 3CLpro inh	PrPC TRFRET	BoNT-F LC inh	VHR inh abs	Anthrax LF inh2	CCHF vOTU inh	PriA SSB inh	MazEF act	Rv3671c protease
CN1CCN(C2=NC(=O)/C(=C/c3cn[nH]c3-c3ccccc3)S2)CC1	?	1.7	-30.2	?	4.3	3.9	-0.2	-11.4	7.3	9.1
CCN(CC)CCNCc1cc(Cl)c(OCC(=O)Nc2ccccc2)c(OC)c1	-1.5	1.9	-2.5	-12.1	29.8	-4.7	3.2	0.1	-1.2	0.6
CN(Cc1ccco1)C(=O)Cn1nc(-c2ccc(Cl)cc2)ccc1=O	-1.4	-2.1	-8.1	1.2	28.3	0.0	0.6	3.5	5.0	-3.3
O=C(O)c1cc(S(=O)(=O)NCC2CCCO2)ccc1Cl (centres undefined)	1.7	-1.2	-0.4	21.2	36.7	0.3	25.0	-7.4	-2.4	0.4
Cc1c(Cl)cccc1NC(=O)CSc1nnc(C)n1-c1ccccc1	0.2	0.8	6.2	0.3	18.8	-0.3	-6.4	5.0	-3.0	-1.8
COc1ccc(C2=NOC(C(=O)NCc3ccco3)C2)cc1OC (centres undefined)	?	-7.9	6.5	-2.4	21.3	-2.5	-8.5	0.8	-1.4	3.1
Cc1cc(C)cc(NC(=O)CCn2ccnc2C)c1	-0.2	-10.2	-7.1	7.0	5.0	-0.6	-3.6	-5.5	6.5	-7.9
COc1ccc(S(=O)(=O)N2CCCC(C(=O)NCCc3ccccc3)C2)cc1 (centres undefined)	-0.8	2.1	6.9	0.6	25.9	-0.6	7.3	-6.0	0.1	-3.8
CC1(C(=O)Nc2ccc3c(c2)OCCO3)CCC(=O)N1CCOc1ccccc1 (centres undefined)	0.3	.	-2.7	-1.3	.	-0.1	-7.1	.	.	.
N#CCC(=O)Nc1ccc(C(=O)OCC(=O)NNC(=O)c2ccc(Cl)cc2)cc1	1.1	.	4.8	3.3	.	-2.1	0.2	8.8	-10.5	-48.0
On1c(-c2ccccc2)nc2ccc(Cl)cc21	-0.6	-2.2	-3.1	-12.5	-6.6	-9.3	4.0	-6.0	8.0	4.0
CN(C)S(=O)(=O)c1cccc(COC(=O)C2=COCCO2)c1	-0.8	-2.9	-3.2	-29.8	8.4	-3.1	4.3	-3.6	-2.1	-1.4
CC(C)CNC(=O)CSc1nc(-c2cccs2)cc(C(F)(F)F)n1	-0.4	-3.8	-3.6	37.7*	39.7	-6.6	14.4	-8.4	7.8	-5.6
O=C(NCCNC(=O)c1ccc(Cl)cc1Cl)c1ccco1	-2.2	-3.2	7.5	9.6	38.4	1.7	8.1	-12.4	2.0	3.1
CCC(=O)N(Cc1ccccc1)c1ccccn1	-0.3	5.4	-4.0	-1.8	2.0	-3.1	-5.9	-14.8	-6.8	6.5
CC(C)CNC(=O)c1noc2c1CCCC2	-0.2	2.4	-3.9	-1.0	-14.6	2.4	1.8	-19.1	2.3	-0.7
Cc1ccc(C(=O)NCc2ccccc2F)cc1S(=O)(=O)N1CCCC1	-1.8	1.4	4.3	-1.8	-24.8	1.1	1.0	-21.3	4.1	3.0
O=C(CSc1nc2ccccc2c(=O)n1-c1ccccc1Cl)NC1CCS(=O)(=O)C1 (centres undefined)	0.1	.	-1.1	-1.0	.	-4.5	18.5	1.8	1.2	-7.5
COc1ccc(-n2c(O)c(C=Nc3c(C)n(C)n(-c4ccccc4)c3=O)c(=O)[nH]c2=O)cc1	-0.1	-0.6	-0.4	-1.2	20.0	-1.3	3.6	-5.4	-18.4	-1.0
CN(C)/C=C/C(=O)/C=C/c1ccc(Cl)cc1Cl	-0.9	3.5	9.5	4.8	19.9	11.9	-7.0	8.8	-4.4	7.8

Three compounds from above, sorted by number of heavy atoms, falling:
SMILES	BoNT-A LC inh2	SARS 3CLpro inh	PrPC TRFRET	BoNT-F LC inh	VHR inh abs	Anthrax LF inh2	CCHF vOTU inh	PriA SSB inh	MazEF act	Rv3671c protease
CC1(C(=O)Nc2ccc3c(c2)OCCO3)CCC(=O)N1CCOc1ccccc1 (centres undefined)	0.3	.	-2.7	-1.3	.	-0.1	-7.1	.	.	.
CC(C)CNC(=O)CSc1nc(-c2cccs2)cc(C(F)(F)F)n1	-0.4	-3.8	-3.6	37.7*	39.7	-6.6	14.4	-8.4	7.8	-5.6
CC(C)CNC(=O)c1noc2c1CCCC2	-0.2	2.4	-3.9	-1.0	-14.6	2.4	1.8	-19.1	2.3	-0.7

(cont.)
SMILES	BoNT-A LC inh2	SARS 3CLpro inh	PrPC TRFRET	BoNT-F LC inh	VHR inh abs	Anthrax LF inh2	CCHF vOTU inh	PriA SSB inh	MazEF act	Rv3671c protease
CSc1nc(N(C)NC(=O)c2ccccc2)c2ccccc2n1	-0.5	-1.9	13.2	4.4	-4.4	-5.6	-0.3	-16.3	-1.3	-3.0
O=C(CCCN1C(=O)/C(=C/c2cccs2)SC1=S)Nc1cccc(C(=O)O)c1	1.5	-0.1	-3.7	0.6	8.5	-4.8	2.3	1.8	-7.9	3.6
CN1C(=O)NC(c2ccccc2)C2=C1CN(c1cccc(C(F)(F)F)c1)C2=O (centres undefined)	0.8	0.5	1.6	2.2	-4.0	3.3	-2.4	1.7	1.3	-12.0
COC(=O)C1=C(c2c(C)noc2C)C[C@@H]2CC[C@H]1N2C(=O)NCCNC(C)=O	-0.6	.	1.4	-5.4	.	1.6	-3.8	-32.1	1.7	-6.6
NS(=O)(=O)c1ccc(NC(=O)CSc2nnc(COc3ccccc3Cl)n2C2CC2)cc1	-0.7	3.3	-6.7	0.6	30.3	-1.4	-4.8	2.8	8.1	-14.2
CC(=O)c1sc(NC(=O)C2COc3ccccc3O2)nc1C (centres undefined)	0.0	-6.1	40.5*	-6.1	24.9	0.2	9.5	-3.4	7.3	2.4
CC(C)(C)C(=O)OC/C(N)=N/OC(=O)c1ccccc1	0.0	-2.4	8.8	-12.4	6.1	5.2	-10.8	.	5.4	0.6
CCCCCc1ccc(C2=NNC(=O)CC2)cc1	0.4	0.4	-0.5	13.2	19.3	-9.1	-1.1	-13.5	1.8	0.9
C=CCNC(=O)c1cccc(NS(=O)(=O)c2ccc(Cl)cc2)c1	0.1	3.0	0.7	-1.4	20.6	-3.1	4.0	-4.2	1.7	5.3
CCOc1cccc2c1OC1(C)CC2NC(=O)N1c1ccc(OC)cc1 (centres undefined)	0.2	-3.7	-6.5	12.0	17.1	-2.6	-3.0	-0.8	0.7	-1.9
CCOC(=O)c1ccc(N2C(=O)CC(NC3CCN(C(=O)c4ccc(F)cc4)CC3)C2=O)cc1 (centres undefined)	0.3	-1.1	4.8	4.9	6.5	0.0	-2.1	-13.7	-6.2	3.7
COc1ccc(C(=O)N/N=C/c2sc(=O)n(Cc3cccc(C(=O)O)c3)c2Cl)cc1	0.4	1.6	-5.8	1.2	24.6	-1.1	20.1	i	3.0	7.3
Cc1oc(-c2ccccc2F)nc1CN1CCC(C(=O)NCCC2=CCCCC2)CC1	0.6	-3.5	-4.6	-1.2	25.9	-6.0	0.8	-2.5	-2.1	7.8
Cc1noc(C)c1COc1ccc(C(=O)N2CCN(S(=O)(=O)c3ccc(Cl)cc3)CC2)cc1	1.5	.	10.1	-5.7	.	1.6	-9.0	0.9	-2.5	5.9
CCCCN(C(=O)CSc1nnc2ccccn12)c1c(N)n(Cc2ccccc2)c(=O)[nH]c1=O	0.3	-1.7	4.8	-2.7	10.5	-0.6	-13.2	2.9	-1.1	6.0
O=C(CSCc1cnn(-c2ccccc2)c1-n1cccc1)NCc1ccc2c(c1)OCO2	-0.3	-2.0	-2.9	-7.8	-13.2	1.3	4.6	-11.6	3.3	.
OC(CN1CCN(c2cccc(Cl)c2)CC1)c1ccccc1 (centres undefined)	-1.0	-2.0	-4.2	-23.5	26.8	-3.7	-1.6	-7.2	-1.0	-7.8
Cc1ccc(N2CCN(C(=O)C3CCC(=O)N(Cc4ccc(Cl)cc4)C3)CC2)c(C)c1 (centres undefined)	-1.4	1.4	5.9	-3.4	23.9	-8.1	3.5	5.7	-0.4	.
Cc1cc(NC(=O)Nc2ccc(F)cc2F)n(C)n1	-0.5	-4.4	-3.2	-1.7	-7.4	0.3	-7.2	8.1	3.8	-9.4
Cc1ccc(S(=O)(=O)NCC(c2ccc3c(c2)OCO3)N2CCOCC2)cc1 (centres undefined)	-1.0	.	0.7	-8.9	.	-2.5	-1.2	-12.1	2.3	8.2

Entries shown so far that contain a COOH group:
SMILES	BoNT-A LC inh2	SARS 3CLpro inh	PrPC TRFRET	BoNT-F LC inh	VHR inh abs	Anthrax LF inh2	CCHF vOTU inh	PriA SSB inh	MazEF act	Rv3671c protease
O=C(O)c1cc(S(=O)(=O)NCC2CCCO2)ccc1Cl (centres undefined)	1.7	-1.2	-0.4	21.2	36.7	0.3	25.0	-7.4	-2.4	0.4
O=C(CCCN1C(=O)/C(=C/c2cccs2)SC1=S)Nc1cccc(C(=O)O)c1	1.5	-0.1	-3.7	0.6	8.5	-4.8	2.3	1.8	-7.9	3.6
COc1ccc(C(=O)N/N=C/c2sc(=O)n(Cc3cccc(C(=O)O)c3)c2Cl)cc1	0.4	1.6	-5.8	1.2	24.6	-1.1	20.1	i	3.0	7.3

(continued)
SMILES	BoNT-A LC inh2	SARS 3CLpro inh	PrPC TRFRET	BoNT-F LC inh	VHR inh abs	Anthrax LF inh2	CCHF vOTU inh	PriA SSB inh	MazEF act	Rv3671c protease
COc1ccccc1NC(=O)Cc1nc(=O)[nH]c(=O)[nH]1	0.0	.	9.9	3.4	.	5.8	20.1	.	4.8	.
C=CCN=C1N[C@@H](c2cccc(C(F)(F)F)c2)C(C(=O)OC)=C(C)N1CC	0.6	-3.9	-8.5	-4.4	-2.8	-7.7	4.6	-13.0	5.4	-13.0
CN1C2=C(C#N)C(c3ccccc3)(C(F)(F)F)NC(=O)N2c2ccccc21 (centres undefined)	-1.1	1.1	-3.8	-0.9	27.3	-11.2	-7.4	-7.4	-6.0	-5.8
CN(C(=O)C1CCOC1)c1nnc(C2CCOC2)s1 (centres undefined)	0.4	-3.9	-1.2	-16.2	33.8	-0.1	-4.3	-2.0	8.7	6.6
Cc1nnc(Cc2ccco2)c2n[nH]c(C)c12	-0.6	.	-23.2	-6.4	.	-6.3	15.1	.	7.9	.
COc1ccc(CN(CC(=O)NC2CCCC2)C(=O)CN2C(=O)COc3ccccc32)cc1	1.1	2.5	3.1	1.3	-8.1	4.8	3.8	-10.2	5.0	-0.8
O=c1ccn(Cc2ccc(F)cc2)c2ccnc(C(F)(F)F)c12	-0.1	-1.6	15.4	-7.2	13.5	0.6	-10.7	-8.8	7.8	-2.9
O=C(O)C1C=CC(C(=O)O)c2ccccc21 (centres undefined)	-0.4	.	6.0	1.1	.	-4.4	-3.1	.	0.0	.
CCOC(=O)c1c(NC(=O)c2ccc(S(=O)(=O)N3CCOCC3)cc2)sc2c1CC(C)(C)NC2(C)C	-2.4	0.3	-2.8	0.9	17.5	-3.3	10.2	-34.9	28.8	0.6
Cc1ccc(-n2nnc(-c3ccnc4ccccc34)n2)cc1	-0.1	0.0	2.5	6.1	13.9	-5.4	-4.6	-14.9	-3.1	-5.9
CN1CCN(C(=O)Cc2nc3ccccc3[nH]2)CC1	0.4	3.1	0.6	3.7	35.7	1.2	-9.5	-9.1	5.4	-2.9
CN1CCN(C(=O)C2CCCCC2C(=O)O)CC1 (centres undefined)	0.7	-4.1	1.7	-4.9	25.2	-0.3	7.3	-6.0	6.2	0.6
CCC(C(=O)OC)n1cnc2c(nnn2-c2ccc(C)cc2)c1=O (centres undefined)	-0.4	-5.2	-1.5	-9.7	21.2	-11.4	17.4	0.6	10.1	2.8

Looked up one by one from the entries so far:
SMILES	BoNT-A LC inh2	SARS 3CLpro inh	PrPC TRFRET	BoNT-F LC inh	VHR inh abs	Anthrax LF inh2	CCHF vOTU inh	PriA SSB inh	MazEF act	Rv3671c protease
CN(C(=O)C1CCOC1)c1nnc(C2CCOC2)s1 (centres undefined)	0.4	-3.9	-1.2	-16.2	33.8	-0.1	-4.3	-2.0	8.7	6.6
Cc1nnc(Cc2ccco2)c2n[nH]c(C)c12	-0.6	.	-23.2	-6.4	.	-6.3	15.1	.	7.9	.
